# S3 lipid droplet = qHTS Assay for Lipid Storage Modulators in Drosophila S3 Cells. Drosophila S3 cells, BODIPY lipid droplet fluorescence, 18-24 h; cells fed with added oleic acid. Potency in µM for hits, for the others lipid storage change, negative = inhibition, % at the top dose, mostly 46.1 µM. actives 0.64% (n = 320,000). AID 2685; active = well fitted inhibition curve with a large enough effect in the signal ratio, with a control signal flat, not every such curve was filed as active; inconclusive = small, poorly fitted or top-dose-only effect, or effect the other way, or a change in a side signal; the % refers to the signal ratio
#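 Laser-scanning cytometry quantifies lipid droplet accumulation (500–530 nm total intensity; droplet/cell object ratio) in oleic acid-fed (400 uM added) Drosophila S3 cells treated with a concentration series. 20 uM Triacsin C defined 100% inhibition.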
# S3 lipid droplet cell count max = second read-out of S3 lipid droplet, no call of its own (marks repeat the call); cell number change, %; measured here: cell count max response;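 cells counted by Cell Tracker Red CMTPX staining in the red channel; peak over a dose series mostly up to 46.1 µM; percent activity relative to internal control wells on each plate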
# * hit, by the source's call; i = inactive; ? = inconclusive; . = not tested or not shown. % is set by controls: 0 for no effect and ±100 for the full control effect; potency is the fitted concentration of half-maximal effect.
S3 lipid droplet,S3 lipid droplet cell count max,structure
?,.,COc1cc2ccccc2cc1C(=O)Nc1cccnc1
5.2%,10.5,CCOC(=O)C1CCCN(Cc2c(C(=O)N3CCCCC3)nc3c(C)cccn23)C1 (stereo not given)
?,.,CCC(=O)N1CCN(c2ccc(NC(=O)c3ccc4c(c3)OCO4)cc2)CC1
?,.,CCNc1nnc(SCC(=O)c2c(N)n(C3CC3)c(=O)[nH]c2=O)s1
?,.,Cc1ccc(SCC(=O)NC(=O)NC(C)C)c(C)c1
2.0%,6.4,O=C(Nc1cccc(C(=O)O)c1)/C(=C\c1ccc2c(c1)OCO2)NC(=O)c1ccc(Br)cc1
?,.,COc1cc2c(cc1OC)CN(C(=O)CCOc1ccccc1C)CC2
-11.6%,-7.3,Cn1cc(/C=C2/SC(=O)N(c3ccccc3)C2=O)c2ccccc21
?,.,Cc1cc(C(=O)O)c(CSCc2cc(C(=O)O)oc2C)o1
?,.,COC(=O)c1ccc(NC(=O)CSCc2ccc(C)cc2)cc1
?,.,COc1cc2c(C#CCCCO)c(-c3ccc(C#N)cc3)oc(=O)c2cc1OC
-19.2%,22.2,C[C@@]12C(=O)N(CCO)CC(=O)N1[C@H](/C=C/c1ccccc1)[C@@H]1C(=O)N(c3ccccc3)C(=O)[C@@H]12

# Shown with two lines to a compound: 4 of the compounds above.
# Values run as follows: S3 lipid droplet, S3 lipid droplet cell count max
- CCNc1nnc(SCC(=O)c2c(N)n(C3CC3)c(=O)[nH]c2=O)s1
    ?, .
- Cc1cc(C(=O)O)c(CSCc2cc(C(=O)O)oc2C)o1
    ?, .
- COc1cc2c(cc1OC)CN(C(=O)CCOc1ccccc1C)CC2
    ?, .
- Cn1cc(/C=C2/SC(=O)N(c3ccccc3)C2=O)c2ccccc21
    -11.6%, -7.3

# More results.
S3 lipid droplet,S3 lipid droplet cell count max,structure
9.2%,.,COc1ccc(C(CNC(=O)c2cccc(S(=O)(=O)NCc3ccccc3)c2)N(C)C)cc1 (stereo not given)
?,.,CCCCN(C(=O)CSCC(=O)Nc1ccc(C)cc1)c1c(N)n(CCCC)c(=O)[nH]c1=O
?,.,Cc1cc(C)c2nc(N)sc2c1
?,.,O=C(CP(=O)(c1ccccc1)c1ccccc1)N1CCOCC1
?,.,COc1ccc(OCC(=O)Nc2cc(OC)ccc2N2CCCCC2)cc1
?,.,Cc1cc(-c2cc(-c3ccc(Cl)cc3)on2)nc(NC2CCCC2)n1
?,.,COc1ccc(/C=N/N2C(=O)CN(C(=O)c3ccccc3)C2c2ccc(OC)cc2)cc1 (stereo not given)
?,.,CNCc1ccccc1Sc1cccc(O)c1
15.6%,-0.3,NC(=O)c1c(NC(=O)CN2CCOCC2)sc2c1CCC2
-13.5%,-11.8,CC(C)c1ccc(OCC(=O)NNC(=O)c2cnccn2)cc1
?,.,COc1ccccc1OCCNC(=O)c1ccc2c(c1)OCCO2
-11.5%,1.4,CCOc1ccc(OCC(=O)NCCc2nc3ccccc3[nH]2)cc1

# Further entries follow:
S3 lipid droplet,S3 lipid droplet cell count max,structure
0.4%,1.4,CN1CCN(c2ccc(NC(=O)c3cccc(S(=O)(=O)N4CCCC4)c3)cc2)CC1
5.0%,3.5,COc1cccc(C(=O)Nn2cnnc2)c1
10.5%,6.7,O=C(COc1cccnc1[N+](=O)[O-])Nc1ccc2c(c1)OCO2
?,.,CC(C)(O)C#Cc1ccc(C(=O)N2CCC(C(N)=O)(N3CCCCC3)CC2)o1
i,-8.9,Cc1cc(C)nc(SCC(=O)c2ccc(C)c(C)c2)n1
?,.,CC(=O)Nc1ccc(Nc2nc(C)c([N+](=O)[O-])c(Nc3ccccc3)n2)cc1
-0.5%,19.2,C=C(C)C1CC=C(C)/C(=N/NC(=O)CNc2ccc(C)cc2C)C1 (stereo not given)
i,14.9,Cc1nc(-c2ccc(S(=O)(=O)Nc3cc(F)ccc3F)cc2)co1
?,.,O=C(CNC(=O)c1cccc(F)c1)OCCOc1cccc(Cl)c1
?,.,O=C(Cc1ccccc1)Nc1ccccc1C(=O)N1CCCCC1
-7.9%,-25.2,COc1ccccc1CNC(=O)c1cc2c(C)nn(Cc3ccc(F)cc3)c2s1
?,.,CC(C)[C@H](NC(=O)C1CCN(C(=O)[C@H](Cc2ccccc2)NC(=O)OC(C)(C)C)CC1)C(=O)O

# More compounds follow.
S3 lipid droplet,S3 lipid droplet cell count max,structure
?,.,C=CCn1c(=O)n(CCOC)c(=O)c2sc3ccccc3c21
1.8%,-6.4,COc1cccc(NC(=O)CN(C)C(=O)c2cc(C)on2)c1
23.2%,0.9,O=C(COC(=O)c1ccc(Cl)nc1)Nc1c(Cl)cccc1C(F)(F)F
?,.,Cc1ccnc(NS(=O)(=O)c2ccc(NC(=O)C34CC5CC(CC(C5)C3)C4)cc2)n1
-1.8%,-0.4,CCCCOc1ccc(N(CC(=O)NC2CCCCC2)C(=O)CCC(=O)Nc2ccccn2)cc1
?,.,O=C(O)C1CCN(c2nc(-c3ccccc3)nc3c2oc2ccccc23)CC1
?,.,CNc1ccc(/C=C/C(=O)c2cccc3ccccc23)cc1[N+](=O)[O-]
?,.,CCn1c(=O)c2c(cnn2C)c2ccccc21
?,.,O=C(COc1ccc(Cl)cc1Cl)NC(=S)N1CCCc2ccccc21
?,.,COc1ccc(CN(C)C(C)C(=O)Nc2ccc(S(=O)(=O)N3CCOCC3)cc2)c(OC)c1 (stereo not given)
?,.,O=C(Nc1cccc(-c2nnc(-c3ccccc3)o2)c1)C1CCCO1 (stereo not given)
?,.,N#CC1=C(SCC(=O)c2ccc(Br)cc2)NC2=C(C(=O)CCC2)C1c1ccco1 (stereo not given)

# (next part)
S3 lipid droplet,S3 lipid droplet cell count max,structure
7.1%,-0.6,CCCCC(NS(=O)(=O)c1ccc(C)cc1)C(=O)Oc1ccc2c3c(c(=O)oc2c1)CCC3 (stereo not given)
?,.,CCOCCCNC(=O)C(c1ccc(Cl)cc1)N(Cc1cccs1)C(=O)c1ccccn1 (stereo not given)
18.6%,7.4,C=CCc1ccccc1OCC(CN1CCCCC1)OC(C)=O (stereo not given)
?,.,Cc1ccc(CCN2CC(C(=O)NCCCN3CCCCCC3)CC2=O)cc1 (stereo not given)
6.1%,21.0,O=S(=O)(Nc1cccc2ccccc12)c1cccc2nonc12
?,.,CCOc1nc(-c2ccccc2)ccc1-c1noc(COC)n1
?,.,CCC(=O)Nc1ccc(C(=O)COC(=O)c2nc3nccc(C)n3n2)cc1
?,.,Cc1nn(C)c(C)c1S(=O)(=O)N1CCC(C(=O)NC2CCCc3ccccc32)CC1 (stereo not given)
?,.,CCCOc1ccc(C(F)(F)F)cc1NS(=O)(=O)c1ccc(Cl)nc1
?,.,COc1cccc2cc(C(=O)CS(=O)(=O)c3ccc(Cl)cc3)c(=O)oc12
?,.,C/C(=N\NC(=O)Cc1cccn1C)c1ccc2ccccc2c1
?,.,COc1ccc(N2CCN(C(=O)CNC(=O)c3cn(-c4ccccc4OC)c(=O)c4ccccc34)CC2)cc1

# (next part)
S3 lipid droplet,S3 lipid droplet cell count max,structure
?,.,Cc1ccc(S(=O)(=O)NC(C)C(=O)NC2CCCCCC2)cc1 (stereo not given)
?,.,Cc1cccc(C(=O)NCCNC(=O)c2cccc(C)c2)c1
?,.,O=C(Nc1ccc(O)cc1)/C(=C\c1cccs1)NC(=O)c1ccccc1
?,.,O=C(CSc1nnc(COc2ccccc2)n1-c1ccccc1)c1ccccc1
?,.,Cc1onc(-c2c(F)cccc2Cl)c1C(=O)OCC(=O)Nc1c(C)n(C)n(-c2ccccc2)c1=O
20.4%,-11.5,CC(C)[C@@]1(c2ccc(Cl)cc2)ON(c2ccccc2C(F)(F)F)C1=O
i,.,c1ccc2c(c1)nc(N1CCN(C3CCCCC3)CC1)c1nnnn12
20.5%,29.2,Cc1cc([N+](=O)[O-])ccc1NC(=O)CCC(=O)N1CCCCCC1
?,.,CCc1ccc(-c2cc(C)no2)cc1S(=O)(=O)N1CCN(c2cc(C)ccc2C)CC1
i,-13.5,Cc1ccc(NC(=O)CSCC(=O)NCCc2ccccc2)c(C)c1
i,-23.8,O=C(CSc1n[nH]c(-c2cccs2)n1)NCCc1ccccc1
?,.,Cc1ccc(C(=O)NC2CCN(C(=O)Nc3ccc(F)cc3)CC2)cc1

# Going on with the list:
S3 lipid droplet,S3 lipid droplet cell count max,structure
?,.,O=C(Nc1nccs1)C1CCN(S(=O)(=O)c2ccc3c(c2)OCCCO3)CC1
0.2%,20.9,CN1CCN(C(=O)C2=C[C@H](c3coc4ccccc4c3=O)C[C@H](OCc3ccc(CO)cc3)O2)CC1
9.6%,2.6,COc1ccc(C(=O)Nn2c(C)nc3ccccc3c2=O)cc1[N+](=O)[O-]
8.4%,10.8,Cc1ccc(C(=O)N2CC(=O)Nc3ccc(F)cc3C2c2ccc(F)cc2)cc1 (stereo not given)
?,.,CC1=N/C(=C\c2ccc([N+](=O)[O-])cc2)C(=O)N1c1ccc(Cl)cc1
?,.,CCc1ccccc1N(CC)C(=O)c1cn(C)c(=O)c2cc(OC)c(OC)cc12
?,.,O=C(CN(c1ccc(F)cc1)S(=O)(=O)c1ccc2c(c1)OCCO2)NCc1ccccn1
?,.,O=C1COc2ccc(S(=O)(=O)CCC(=O)N3CCN(c4cccc(Cl)c4)CC3)cc2N1
?,.,Cc1ccc(NC(=O)COc2ccccc2C(=O)Nc2ccccc2)cc1Cl
4.7%,-2.5,CC1CCCCN1S(=O)(=O)c1ccc(S(=O)(=O)NCCc2ccncc2)cc1 (stereo not given)
?,.,CC(NC(=O)Cn1nc(-c2ccccc2)c2ccccc2c1=O)c1ccccc1 (stereo not given)
?,.,COc1ccc(-n2cnnc2)cc1

# Continuation:
S3 lipid droplet,S3 lipid droplet cell count max,structure
-1.8%,5.4,O=C(CNC(=O)c1ccc2c(c1)OCCO2)N/N=C/c1ccc(Cl)cc1
?,.,CCCN1Cc2cccc(C(=O)NC(CC(=O)OCC)c3ccc(OC(C)C)cc3)c2C1=O (stereo not given)
5.6%,.,O=C(Cc1c[nH]c2ccccc12)N1CCN(c2ccccc2)CC1
?,.,CC(C)OCCCNc1nc2c(-c3ccccc3)nnn2c2ccccc12
?,.,COc1ccccc1CNC(=O)C(=O)NCC1OCCCN1S(=O)(=O)c1ccc(F)cc1C (stereo not given)
3.2%,21.2,CC(=O)C1=C(C)NC(=S)NC1c1cc([N+](=O)[O-])ccc1O (stereo not given)
13.0%,-15.1,O=C1C(C=NCC2CCCO2)=C(O)c2ccccc21 (stereo not given)
?,.,Cc1cc(C)c2c(NC(=S)NC(=O)c3ccccc3)n[nH]c2n1
-6.2%,0.6,CC(=O)c1cc2c(cc1NC(=O)CSc1nc3ccc(C)cc3[nH]1)OCO2
?,.,COc1ccc(C(c2nnnn2CCc2ccccc2)N2CCN(C3CCCC3)CC2)cc1OC (stereo not given)
i,.,O=C(CN(C(=O)CCC(=O)Nc1nccs1)c1ccc2c(c1)OCO2)NCc1ccccc1
?,.,Cn1c(C(=O)NCCN2CCCCCC2)cc2c(=O)n(C)c3ccccc3c21

# (more compounds)
S3 lipid droplet,S3 lipid droplet cell count max,structure
?,.,O=C1CCCc2nc(N3CCN(C(=O)c4ccco4)CC3)ncc21
9.9%,-7.5,CCO[C@@H]1OC(C(=O)NC2CC2)=C[C@H](c2ccc(Br)cc2)[C@H]1CCCO
3.6%,7.2,Cc1nc(C)c(C(=O)C2=C(O)C(=O)N(CCN(C)C)C2c2cccs2)s1 (stereo not given)
7.7%,-11.5,NC(=O)c1ccccc1N/C=C/C(=O)c1cccs1
?,.,COc1cc(F)ccc1S(=O)(=O)N1CCN(Cc2ccccc2)CC1
-21.0%,1.7,CCOc1cc(S(=O)(=O)N(CC)CC)ccc1F
5.2%,-15.8,CCCc1nc(SCC(=O)N2CCc3ccccc32)c2c(C)c(C)sc2n1
-21.5%,-9.2,COC(=O)c1ccccc1NC(=O)C1CCN(C(=O)N2CCOc3ccccc32)CC1
?,.,Cc1ccc(C(=O)Cn2c(-c3ccccc3)noc2=O)cc1
?,.,CCOC(=O)C1=C(O)/C(=C/c2ccc(-c3ccccc3C(=O)O)o2)SC1=Nc1ccc(C)cc1
?,.,O=C(OCCN1CCCCC1)c1cccc(F)c1
?,.,CCSc1ncnc2c1oc1ccccc12

# Some of the entries above in a different format:
canonical_smiles	S3 lipid droplet	S3 lipid droplet cell count max
Cc1ccc(C(=O)Cn2c(-c3ccccc3)noc2=O)cc1	?	.
CCSc1ncnc2c1oc1ccccc12	?	.
O=C1CCCc2nc(N3CCN(C(=O)c4ccco4)CC3)ncc21	?	.
CCCc1nc(SCC(=O)N2CCc3ccccc32)c2c(C)c(C)sc2n1	5.2%	-15.8
CCOc1cc(S(=O)(=O)N(CC)CC)ccc1F	-21.0%	1.7
CCO[C@@H]1OC(C(=O)NC2CC2)=C[C@H](c2ccc(Br)cc2)[C@H]1CCCO	9.9%	-7.5

# Next compounds:
S3 lipid droplet,S3 lipid droplet cell count max,structure
4.0%,-2.7,COC(=O)c1sc(NC(=O)c2ccco2)c(C#N)c1C
?,.,c1ccc(Nc2scc(-c3ccccc3)[n+]2Cc2ccco2)cc1
?,.,Cc1c(C(=O)NCC2CCCO2)oc2ccc(S(=O)(=O)N3CCCCC3)cc12 (stereo not given)
3.66µM*,2.2*,CC(C)CC(=O)NC1(C(F)(F)F)C(=O)Nc2c1c(=O)n(C)c(=O)n2C (stereo not given)
?,.,CC12CCC(c3c1nc1ccccc1[n+]3[O-])C2(C)C (stereo not given)
i,16.8,Cc1ccccc1CS(=O)(=O)Cc1ccc(C(=O)NC2CCCC2)o1
?,.,Cc1cc(C)cc(NC(=O)Cc2ccc(S(=O)(=O)N3CCCC3)s2)c1

# The list is partial; rates above refer to the full screens.
